Screening results deposited in PubChem BioAssay by several laboratories.
KCNQ1 pot = human KCNQ1 channel potentiation or activation; actives 0.35% (n = 310,000); AID 2648; CHO-K1 KCNQ1, thallium flux FluxOR fluorescence; active compounds read high; P51787; B-score at 10 µM;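 active means fluorescence ratio B-score, a plate-corrected score, at least three library SD, with initial intensity B-score within 5 SD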
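assay system = KCNQ1-transfected CHO-K1 cells | medium = assay buffer with matched DMSO | probe or stimulus = depolarizing K+/Tl+ stimulus, K2SO4 and Tl2SO4 each 12.5 mM in 5x stock | dosing = single dose | incubation = dye 90 min, compound 20 min, room temperature | detection = kinetic FluxOR fluorescence, 10 s baseline plus 110 s post-stimulus | evaluation = ratio B score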
ANO1 block = mouse TMEM16A channel inhibition, primary screen; HEK293 TMEM16A/YFP iodide influx fluorescence, ionomycin; AID 588511; actives 1.2% (n = 310,000); Q8BHY3; normalized B-score (activity score, 25-100; higher = stronger inhibition) at 10 µM;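 active means ratio plate-corrected score three or more library SD toward inhibition, starting fluorescence score within five deviations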;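 further: score derived from kinetic fluorescence span divided by baseline fluorescence per well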
Target sequence (Q8BHY3 whole entry, looked up): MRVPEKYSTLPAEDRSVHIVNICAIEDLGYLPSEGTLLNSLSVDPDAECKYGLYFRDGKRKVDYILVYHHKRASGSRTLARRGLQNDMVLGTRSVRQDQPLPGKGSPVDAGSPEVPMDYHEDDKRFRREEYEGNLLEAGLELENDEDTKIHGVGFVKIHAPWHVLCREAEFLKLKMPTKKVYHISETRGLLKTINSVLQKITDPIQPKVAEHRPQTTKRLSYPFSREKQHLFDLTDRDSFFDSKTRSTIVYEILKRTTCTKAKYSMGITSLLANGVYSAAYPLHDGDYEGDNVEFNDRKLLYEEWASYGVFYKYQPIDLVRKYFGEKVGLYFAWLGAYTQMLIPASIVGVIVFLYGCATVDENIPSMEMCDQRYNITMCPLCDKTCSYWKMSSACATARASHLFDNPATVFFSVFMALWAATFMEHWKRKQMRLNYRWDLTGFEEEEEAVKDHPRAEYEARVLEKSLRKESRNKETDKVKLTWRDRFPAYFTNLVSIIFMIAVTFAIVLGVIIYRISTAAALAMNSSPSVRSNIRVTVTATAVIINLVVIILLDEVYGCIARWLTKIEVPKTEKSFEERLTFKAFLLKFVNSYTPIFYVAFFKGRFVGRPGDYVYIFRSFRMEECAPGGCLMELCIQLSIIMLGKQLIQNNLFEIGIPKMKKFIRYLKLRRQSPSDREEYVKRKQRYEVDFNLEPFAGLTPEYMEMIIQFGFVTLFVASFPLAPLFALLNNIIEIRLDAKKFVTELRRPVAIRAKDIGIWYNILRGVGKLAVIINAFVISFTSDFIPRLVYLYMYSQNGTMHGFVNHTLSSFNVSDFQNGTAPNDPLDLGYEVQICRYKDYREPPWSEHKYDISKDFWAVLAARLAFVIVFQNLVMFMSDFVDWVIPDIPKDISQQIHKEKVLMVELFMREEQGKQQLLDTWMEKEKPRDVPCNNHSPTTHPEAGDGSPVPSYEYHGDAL
HDAC3 inh = blocks human histone deacetylase 3 | O15379 | recombinant HDAC3, fluorogenic peptide/trypsin coupled, fluorescence | inhibition, % at 8.3 µM | actives 0.15% (n = 320,000) | AID 2718; in the data active means inhibition above about 26%, passing the limit was not always enough; inconclusive means no clear call, values can overlap the other calls
TRPC4 PAM = allosteric potentiators of mouse TRPC4 channel | HEK293 TRPC4beta/mu-opioid, DAMGO EC20, Fluo-4 Ca2+ flux; active compounds read high | actives 0.42% (n = 310,000) | B-score at 10 µM | Q9QUQ5 | AID 2227;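 active means B-score of calcium response area above 5 SD of library B-scores, with initial fluorescence ratio within 5 SD of library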;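 further: B-score of integrated fluorescence ratio over time as area under calcium response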
TMEM16A act = mouse TMEM16A channel activation, primary screen; AID 623877; B-score at 10 µM; HEK293 TMEM16A/YFP-H148Q/I152L, iodide quench fluorescence; active compounds read low; Q8BHY3; actives 0.3% (n = 340,000);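 active means fluorescence-ratio B-score plate-corrected deviation score at least 3 library SD below zero, with starting fluorescence score within 5 deviations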;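 further: channel opened by trigger with iodide after compound preincubation; score built on the fluorescence ratio of max minus min over baseline; more negative score means more quench and so TMEM16A activation or potentiation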
KCNK3 block = human KCNK3 channel inhibition, primary screen | O14649 | CHO-KCNK3 thallium flux, FluxOR fluorescence; active compounds read low | B-score at 10 µM | actives 0.84% (n = 340,000) | AID 602410;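 active means B-score under library mean minus 4 SD, starting fluorescence ratio at most library mean plus 5 SD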;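 further: more negative B-score means stronger inhibition of thallium flux through KCNK3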
KCNK9 inh = inhibitors of human KCNK9 two-pore domain potassium channel; Q9NPC2; HEK293 KCNK9, FluxOR thallium flux fluorescence; active compounds read low; B-score at 10 µM; actives 1.2% (n = 310,000); AID 488922;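 active means ratio B-score over 3 SD below the library mean, with starting fluorescence within 5 SD of its mean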;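 further: negative B-score means less thallium flux so channel inhibition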
TRPC4 agonist = activators of mouse TRPC4 channel; B-score at 10 µM; HEK293 TRPC4beta/mu-opioid, Fluo4 calcium fluorescence; active compounds read high; AID 2237; actives 0.49% (n = 310,000);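 active means B-score above 5 SD of library B-scores, and initial fluorescence ratio not above library mean plus 5 SD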;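 further: positive B-score marks a calcium rise read as TRPC4 activation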
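system = HEK293 cells stably co-expressing mouse TRPC4beta and mu-opioid receptor | schedule = Fluo4 dye loading 45 min at room temperature, 110 s recording | measure = B-scored integrated calcium fluorescence ratio | signal = Fluo4 calcium-sensitive dye fluorescence, kinetic, 1 Hz baseline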
KCNQ1 inh = blocks the human KCNQ1 potassium channel | B-score at 10 µM | actives 1.3% (n = 310,000) | AID 2642 | P51787 | CHO-K1 KCNQ1, FluxOR thallium flux fluorescence; active compounds read high;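 active means compounds whose thallium flux B-score, printed positive for inhibition, exceeds three library SD while starting fluorescence stays within three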;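 further: channel opened by potassium depolarization with thallium stimulus after 20 min compound exposure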
Dyrk1A ADPGlo = inhibitors of rat Dyrk1A kinase; actives 0.43% (n = 310,000); AID 504441; inhibition, % at 12.5 µM; ADP-Glo luminescence, NFATc1 peptide; Q63470; in the data active means inhibition above about 50%;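 further: plate controls were vehicle with enzyme for no effect and no enzyme for full effect; many of its hits are not listed in these tables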
hERG rescue = compounds protecting human hERG from proarrhythmic drug block. Q12809. actives 0.51% (n = 310,000). CHO-hERG, FluxOR thallium flux, dofetilide IC70 present. activation (rescue from dofetilide block), less the hit threshold, % at 10 µM;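 active means activation above the mean of controls blocked by dofetilide plus 5 SD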;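 further: thallium influx through hERG after potassium depolarization seen as dye fluorescence rise; in these data hits start at about 4.7%; inactives centre near -7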
Starred values were filed as active, the others as inactive; i = inactive; ? = inconclusive; nt = not tested or not shown.

Structure | KCNQ1 pot | ANO1 block | HDAC3 inh | TRPC4 PAM | TMEM16A act | KCNK3 block | KCNK9 inh | TRPC4 agonist | KCNQ1 inh | Dyrk1A ADPGlo | hERG rescue
CCOc1ccc(C(C(=O)NCCC(C)C)N(CCO)C(=O)c2snc(C(N)=O)c2N)cc1 (stereo not drawn) | i | i | -8 | i | i | i | i | i | i | 4 | -4
CN(c1ccccc1)S(=O)(=O)c1cccc(NS(=O)(=O)c2ccc(/C=C/C(=O)O)cc2)c1 | i | i | 12 | i | i | i | i | i | i | -5 | -4
COc1ccc(CNC(=O)Cn2cncn2)cc1OC | i | i | nt | i | i | i | i | i | i | nt | -10
COc1ccc(-n2cnc3scc(-c4ccc(OC)c(OC)c4)c3c2=O)cc1 | i | i | 9 | i | i | i | i | i | i | -12 | -5
O=C(O)c1cc([N+](=O)[O-])ccc1NCc1ccccc1Cl | i | i | 1 | i | i | i | i | i | i | -5 | -22
Cc1cccc(NC(=O)NNC(=O)COc2ccc3ccccc3c2)c1 | i | i | 2 | i | i | i | i | i | i | 1 | -4
COc1ccc(C2C(C(=O)NC(C)C)c3ccccc3C(=O)N2C)cc1OC (stereo not drawn) | i | i | -11 | i | i | i | i | i | i | 0 | -13
CCOC(=O)c1[nH]c(C)c(C(=O)N2CCN(c3ccc(OC)cc3)CC2)c1C | i | i | nt | i | i | i | i | i | i | -2 | -6
CSCC[C@H](NC(=O)[C@@H]1Cc2ccccc2CN1)C(=O)NC1CCCCC1 | i | i | 1 | i | i | i | i | i | i | -1 | -6
CCOC(=O)N1CCN(S(=O)(=O)c2cc(Br)cc3c2N(C(=O)CC)CC3)CC1 | i | i | -3 | i | i | i | i | i | i | 0 | -12
O=C(c1ccccc1)C(O)C(c1ccccc1)N1CCOCC1 (stereo not drawn) | i | i | 5 | i | i | i | i | i | i | -3 | -6
COc1ccc(CCNC(=O)c2cc(C(C)C)on2)cc1OC | i | i | -3 | i | i | i | i | i | i | 0 | -12
CC(=O)c1c(C)[nH]c(C(=O)COC(=O)CN(C)S(=O)(=O)c2ccc(Cl)cc2)c1C | i | i | 3 | i | i | i | i | i | i | 5 | -11
Cc1ccc(-c2cc(C(=O)Nc3ccc(S(=O)(=O)Nc4ncccn4)cc3)[nH]n2)c(O)c1C | i | i | 7 | i | i | i | i | i | i | -1 | -6
O=P(C(=NCCO)NO)(N1CCOCC1)N1CCOCC1 | i | i | 2 | i | i | i | i | i | i | -5 | -2
Cc1ccc(/C=N/NC(=O)c2cccc([N+](=O)[O-])c2)o1 | i | i | 7 | i | i | i | i | i | i | -6 | -8
O=C(OCc1cnc(Cl)s1)c1c(F)cccc1F | i | i | 4 | i | i | i | i | i | i | -5 | -4
COc1ccc(C2NC(=O)CCC2[N+](=O)[O-])cc1OC (stereo not drawn) | i | i | 2 | i | i | i | -15* | i | i | -1 | -9
Cc1ccccc1NC(=O)COC(=O)c1cc[n+]([O-])cc1 | i | i | -5 | i | i | i | i | i | i | 1 | -9
CN1CCN(CCCNC(=O)c2cc3c(=O)oc4ccccc4c3s2)CC1 | nt | i | 11 | nt | i | i | nt | nt | nt | 19 | nt

Shown with values under each structure: 4 of the compounds above
Values run as follows: KCNQ1 pot | ANO1 block | HDAC3 inh | TRPC4 PAM | TMEM16A act | KCNK3 block | KCNK9 inh | TRPC4 agonist | KCNQ1 inh | Dyrk1A ADPGlo | hERG rescue
- Cc1ccc(/C=N/NC(=O)c2cccc([N+](=O)[O-])c2)o1
  i | i | 7 | i | i | i | i | i | i | -6 | -8
- O=C(OCc1cnc(Cl)s1)c1c(F)cccc1F
  i | i | 4 | i | i | i | i | i | i | -5 | -4
- COc1ccc(C2NC(=O)CCC2[N+](=O)[O-])cc1OC (stereo not drawn)
  i | i | 2 | i | i | i | -15* | i | i | -1 | -9
- Cc1ccccc1NC(=O)COC(=O)c1cc[n+]([O-])cc1
  i | i | -5 | i | i | i | i | i | i | 1 | -9

(continued)
Structure | KCNQ1 pot | ANO1 block | HDAC3 inh | TRPC4 PAM | TMEM16A act | KCNK3 block | KCNK9 inh | TRPC4 agonist | KCNQ1 inh | Dyrk1A ADPGlo | hERG rescue
CCCC1(c2ccccc2)NC(=O)N(C/C=C/Cl)C1=O (stereo not drawn) | i | i | ? | i | i | i | i | i | i | -6 | -7
COc1ccc(NC(=O)NCc2ccncc2)cc1 | i | i | 2 | i | i | i | i | i | i | -51 | -2
CC(=O)Nc1ccc(-c2csc(NC(=O)C3=COCCO3)n2)cc1 | i | i | nt | i | i | i | i | i | i | 10 | -11
CCC(C(=O)NCc1ccc(F)cc1)n1nc(C)n2c(cc3occc32)c1=O (stereo not drawn) | i | i | -1 | i | i | i | i | i | i | 3 | -6
COc1ccc(-c2nnc(N3CCOCC3)c3ccccc23)cc1 | i | i | 6 | i | i | i | i | i | i | -6 | -8
COC(=O)N/N=C/c1cccc(OC(=O)c2ccc3c(c2)OCO3)c1 | i | i | 1 | i | i | i | i | i | i | 5 | -8
CCN(Cc1cc(=O)n2ccsc2n1)Cc1nc2cc(OC)c(OC)cc2c(=O)[nH]1 | i | i | 2 | i | i | i | i | i | i | -1 | -11
CN(NC1OC(=O)c2ccccc21)c1ccc(C(F)(F)F)cc1[N+](=O)[O-] (stereo not drawn) | i | i | -4 | i | i | i | i | i | i | nt | -6
Cn1c(=O)c2cn3c(c2n(C)c1=O)C(c1ccccc1)CC(c1ccccc1)=N3 (stereo not drawn) | i | i | 4 | i | i | i | i | i | i | -1 | -10
O=[N+]([O-])c1ccc(N2CCN(C(=S)NC3CCCCC3)CC2)cc1 | i | 25* | 7 | i | i | -8.8* | i | i | i | 2 | -15
O=C(CCNS(=O)(=O)c1cccc2nsnc12)N1CCc2ccccc21 | i | i | -5 | i | i | i | i | i | i | 0 | -6
CC1CC(=O)N(C)c2ccc([N+](=O)[O-])cc2N1 (stereo not drawn) | i | i | ? | i | i | i | i | i | i | 10 | -4
COc1ccc(Sc2ccccc2CN(C)C)cc1OC | i | i | -1 | i | i | i | i | i | i | -2 | -6
Clc1ccc(-c2nnc(-c3cccnc3)o2)cc1 | i | i | -2 | i | i | i | i | i | i | 3 | -1
COc1cccc(C2/C(=C(\O)c3ccc4c(c3)OCCO4)C(=O)C(=O)N2CCN(C)C)c1 (stereo not drawn) | nt | i | 6 | nt | i | i | nt | nt | nt | -4 | nt
Cc1cc(=O)oc(C)c1C(=O)NC12CC3CC(CC(C3)C1)C2 | i | i | -2 | i | i | i | i | i | i | -2 | -9
Cn1cc(Br)c(C(=O)NNC(=O)Nc2ccccc2C(F)(F)F)n1 | i | i | 2 | i | i | i | i | i | i | 5 | 0
CC(=O)c1c(CSc2ccccc2)oc2ccc(O)c(CN(C)C)c12 | i | i | 1 | i | i | i | i | i | i | -2 | -9
O=S(=O)(NCC(c1ccc2c(c1)OCO2)N1CCOCC1)c1ccc(Cl)cc1 (stereo not drawn) | i | i | -4 | i | i | i | i | i | i | -6 | -14
CC(C)CC(=O)Nc1ccc(C(=O)Cn2nc(C(=O)O)c3ccccc3c2=O)cc1 | i | i | 2 | i | i | i | i | i | i | -6 | -8
Cc1cc(C(=O)N/N=C\c2cc(C(C)(C)C)ccc2O)n[nH]1 | i | i | -7 | i | i | i | i | i | i | 13 | -12
Cn1cnnc1SCC(=O)NCCc1ccccc1 | i | i | 3 | i | i | i | i | i | i | -2 | -4
CC(C)(C)n1ncc2c(=O)n(CC(=O)Nc3ccc4c(c3)OCO4)cnc21 | i | i | 1 | i | i | i | i | i | i | 6 | 1
COc1cc(S(=O)(=O)NCc2ccc3c(c2)OCO3)ccc1Cl | i | i | -3 | i | i | i | i | i | i | 3 | -7
COC1C=CC(CNC(=O)c2cc3c(=O)n4cccc(C)c4nc3n2C)(OC)O1 (stereo not drawn) | i | i | -30 | i | i | i | i | i | i | 2 | -7
Cc1cccc(C)c1NC(=O)NC1(C(=O)N2CCN3CCCC3C2)CCCCC1 (stereo not drawn) | i | i | -3 | i | i | i | i | i | i | 13 | -10
CCNC(=O)c1c(C)nc2ccccn12 | i | i | 1 | i | i | i | i | i | i | 5 | -2
CC(=O)Oc1c(S(=O)(=O)c2ccccc2)c(C)nn1C(C)(C)C | i | i | 0 | i | i | i | i | i | i | -2 | -9
COc1ccc(-c2cc(C)no2)cc1S(=O)(=O)N1CCOc2ccc(Cl)cc21 | i | i | 0 | i | i | i | i | i | i | nt | -5
Cn1c(N)c(C(=O)COC(=O)CSc2ccccc2)c(=O)n(C)c1=O | i | i | 0 | i | i | i | i | i | i | 2 | -8
Cc1noc(C)c1COc1ccc(C(=O)OC(C)C(=O)Nc2ccc(N3CCOCC3)cc2)cc1 (stereo not drawn) | i | i | -2 | i | i | i | i | i | i | 1 | -5
Cc1ccc(-n2ncc(C#N)c2/N=C/N2CCCCCC2)cc1 | i | i | -2 | i | i | i | i | i | i | 4 | -12
COc1cc(O)c(C(CCN2CCCC(C)C2)c2ccc(N(C)C)cc2)c(OC)c1 (stereo not drawn) | i | i | 7 | i | i | i | i | i | i | -5 | -8
COc1ccc(CSc2nc3nc(C)cc(C)n3n2)cc1F | i | i | nt | i | i | i | i | i | i | nt | -4
N#Cc1ccccc1NC(=O)c1ccccc1OCC(=O)NCc1ccco1 | i | i | 0 | i | i | i | i | i | i | nt | -10
O=C(OC1CCOC1=O)c1cccc(S(=O)(=O)N2CCc3ccccc3C2)c1 (stereo not drawn) | i | i | 3 | i | i | i | i | i | i | nt | -4
Nc1nonc1-n1nnc(C(=O)N/N=C/c2ccccc2)c1CN1CCc2ccccc21 | i | i | -4 | i | i | i | i | i | i | -1 | -3
CCOc1ccc(CCNC(=O)c2cccc(NC3=NC4CS(=O)(=O)CC4S3)c2)cc1 (stereo not drawn) | i | i | 0 | i | i | i | i | i | i | 2 | -4
COc1cc(-c2nc(-c3cccc(C(F)(F)F)c3)no2)cc(OC)c1OC | i | i | 1 | i | i | i | i | i | i | -1 | -5
COc1ccc(NS(=O)(=O)c2ccc(C)c(C(=O)N(C)CC(=O)Nc3cccc(OC)c3)c2)cc1 | i | i | ? | i | i | i | i | i | i | -9 | -13
Cc1cc(C)nc(N/N=C/c2ccc(Cl)cc2)n1 | i | i | 6 | i | i | i | i | i | i | nt | -8

Not all compounds are listed, so the mix of outcomes need not match the whole.
